K1F lysis inhibition = inhibition of K1F phage lysis, E. coli UTI89, bacterial capsule biogenesis inhibitors, alamar blue (AID 488966); E. coli UTI89 K1F phage lysis, alamar blue, 2 h; higher % means a stronger effect; one-dose inhibition, % at 100 µM; IC50 in µM for titrated hits; 340,000 compounds, 0.02% hits;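 active = phage lysis inhibition, versus mean bacterial control, above a set limit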;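 note: capsule biogenesis inhibitors block K1F phage lysis so surviving cells raise fluorescence; higher fluorescence means more inhibition of phage lysis; actives were called in the ten point dose series up to 300 µM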
RSV CPE inhibition = RSV antiviral activity via CPE protection, HEp-2 cells, primary 10 µM value included (AID 2391) | HEp-2 cells, RSV-induced CPE inhibition; higher % means a stronger effect | 310,000 compounds, 0.13% hits | one-dose CPE inhibition, % at 10 µM; IC50 in µM for titrated hits; in the data active = a potency from the dose series; note: strong numbers were not always called active
T cell HTS = modulators of CD8 T cell-vesicle binding, primary screen, mouse 2C CD8+ T cells, flow cytometry; 2C CD8+ T cell-vesicle binding; active compounds read low; calls only at 7 µM; 330,000 compounds, 0.068% hits;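 active = response, share of CD8 T cells binding vesicles, and their 90th percentile fluorescence all below set limits, cut at about 80% in these data, passing the limit was not always enough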
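Incubation: binding step 1.5 h, 37 °C, antibody labelling 20 min, ice; system: murine 2C transgenic CD8+ T lymphocytes; technique: cytometric PE anti-B7-1 and Alexa647 anti-CD8 signals after 1% paraformaldehyde fixation; also added: QL9-charged Drosophila Ld/ICAM-1/B7-1 vesicles; control set: naked versus QL9-loaded vesicles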
T cell HTS vesicle-bound % = also measured in T cell HTS; calls as there; double positive events, %; measured here: CD8+ vesicle-bound cell fraction;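 binding gate set so that unloaded-vesicle control wells show 10% double positive cells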
* = called active by the depositor; i = inactive; [ ] = another dose, or the depositor's remark. The list is partial; the hit share may differ from the screen's.

SMILES	K1F lysis inhibition	RSV CPE inhibition	T cell HTS	T cell HTS vesicle-bound %
CC(C)(C)c1cc(C=C(C#N)C#N)cc(C(C)(C)C)c1O	4.6%	4.9%	i	17.6
N[C@@]1(C(=O)O)CC[C@@H](C(=O)O)C1	-1.9%	1.2%	i	53.3
Cc1nn(-c2ccccc2)c(C)c1NC(=O)COC(=O)Cc1ccccc1	0.9%[50 µM]	-0.8%	i	40.2
COC(=O)C1=C(c2ccc(F)cc2F)C[C@@H]2CC[C@H]1N2C	0.4%	-0.1%	i	57.8
COC(=O)C1=C(c2cccc(C#N)c2)C[C@@H]2CC[C@H]1N2C(=O)NCCCOC(C)C	-0.1%	-0.5%	i	31.7
ClC1=C(Cl)C2(Cl)C3C(Cl)C=CC3C1(Cl)C2(Cl)Cl (stereo not given)	-0.8%	1.1%	i	46.3
COC(=O)C1=C(c2ccc(C(C)=O)cc2)C[C@@H]2CC[C@H]1N2C(=O)NC1CC1	0.7%	2.3%	i	56.0
O=[N+]([O-])c1ccc(Cl)c([N+](=O)[O-])c1	-1.5%	-3.5%	i	30.0
COC(=O)C1=C(c2ccc(Cl)c(C(F)(F)F)c2)C[C@@H]2CC[C@H]1N2C(=O)NC1CC1	0.5%	1.8%	i	41.0
Cc1ccc(-c2cc(-c3ccc(C)cc3)[n+](-c3ccc(C(=O)[O-])cc3)c(-c3ccc(C)cc3)c2)cc1	-1.0%	7.6%	i	11.4
COC(=O)c1ccc(NC(=O)NC(=O)Oc2ccccc2)cc1	-0.5%	2.2%	i	42.4
COC(=O)C1=C(c2ccc(C(C)=O)cc2)C[C@@H]2CC[C@H]1N2C(=O)NCCOc1ccccc1Cl	-0.1%	-0.2%	i	47.4
NCCc1c[nH]c2ccc(C(N)=O)cc12	3.7%	-2.2%	i	20.2
COC(=O)C1=C(c2ccc(F)cc2OCc2ccccc2)C[C@@H]2CC[C@H]1N2C(=O)NCC1CC1	0.1%	-0.8%	i	33.4
CCN(C(=O)COC(=O)c1cn(C)c2ccccc12)c1ccc(F)cc1	0.3%[50 µM]	3.7%	i	25.4
NNC(N)=O	0.8%	-1.8%	i	11.8
ClCC(Br)CBr (stereo not given)	-0.3%	0.6%	i	18.2
ClCCOCOCCCl	-0.9%	0.6%	i	27.8
O=[N+]([O-])O[C@H]1CO[C@H]2[C@@H]1OC[C@H]2O[N+](=O)[O-]	2.8%	-3.0%	i	28.1
C=CC[C@@H](C)CC(=O)C(CCCN=[N+]=[N-])SOOc1ccccc1 (stereo not given in full)	1.4%	0.4%	i	16.2
Clc1ccc(C[n+]2c(-c3ccccc3)cc(-c3ccccc3)cc2-c2ccccc2)cc1	-0.7%	-3.5%	i	34.9
CC1=CC(=O)C2=C(C)C[C@H](O)[C@@H]3[C@H](OC(=O)[C@H]3C)[C@@H]12	2.9%	-0.4%	i	63.1
COC(=O)C1=C(c2ccc(F)cc2OCc2ccccc2)C[C@@H]2CC[C@H]1N2C(=O)NCCNC(C)=O	0.1%	-1.1%	i	12.2
COC(=O)C1=C(c2ccc(-c3ccccc3)c(F)c2)C[C@@H]2CC[C@H]1N2C(=O)N1CCCCC1	0.0%	0.1%	i	29.1
C=C1C2C[C@@]3([C@@H]1O)[C@@H](C[C@@H]2O)[C@@]12C4[C@@H]3C[C@@H]1[C@@](C)(CC[C@@H]2O)CN4CC	0.4%	0.7%	i	51.6
COC(=O)C1=C(c2ccc(OC(F)(F)F)cc2)C[C@@H]2CC[C@H]1N2C(=O)N1CCC(O)CC1	1.2%	0.8%	i	20.9
Cn1c(O)c(C=NC2CCN(Cc3ccccc3)CC2)c(=O)n(C)c1=O	-0.4%[50 µM]	4.5%	i	34.5
COC(=O)C1=C(c2cccc(OCc3ccccc3)c2)C[C@@H]2CC[C@H]1N2C(=O)NCCN1CCOCC1	-0.8%	-0.9%	i	26.7
COC(=O)C1=C(c2ccc3ccccc3c2)C[C@@H]2CC[C@H]1N2C(=O)NCc1ccco1	0.0%	1.1%	i	31.2
O=C(c1ccc2nc3ccc(Cl)cc3c(=O)n2c1)N1CCC2(CC1)OCCO2	7.1%	1.1%	i	59.0

Copied from above (20 entries):
SMILES	K1F lysis inhibition	RSV CPE inhibition	T cell HTS	T cell HTS vesicle-bound %
COC(=O)c1ccc(NC(=O)NC(=O)Oc2ccccc2)cc1	-0.5%	2.2%	i	42.4
COC(=O)C1=C(c2ccc(C(C)=O)cc2)C[C@@H]2CC[C@H]1N2C(=O)NCCOc1ccccc1Cl	-0.1%	-0.2%	i	47.4
NCCc1c[nH]c2ccc(C(N)=O)cc12	3.7%	-2.2%	i	20.2
COC(=O)C1=C(c2ccc(F)cc2OCc2ccccc2)C[C@@H]2CC[C@H]1N2C(=O)NCC1CC1	0.1%	-0.8%	i	33.4
CCN(C(=O)COC(=O)c1cn(C)c2ccccc12)c1ccc(F)cc1	0.3%[50 µM]	3.7%	i	25.4
NNC(N)=O	0.8%	-1.8%	i	11.8
ClCC(Br)CBr (stereo not given)	-0.3%	0.6%	i	18.2
ClCCOCOCCCl	-0.9%	0.6%	i	27.8
O=[N+]([O-])O[C@H]1CO[C@H]2[C@@H]1OC[C@H]2O[N+](=O)[O-]	2.8%	-3.0%	i	28.1
C=CC[C@@H](C)CC(=O)C(CCCN=[N+]=[N-])SOOc1ccccc1 (stereo not given in full)	1.4%	0.4%	i	16.2
Clc1ccc(C[n+]2c(-c3ccccc3)cc(-c3ccccc3)cc2-c2ccccc2)cc1	-0.7%	-3.5%	i	34.9
CC1=CC(=O)C2=C(C)C[C@H](O)[C@@H]3[C@H](OC(=O)[C@H]3C)[C@@H]12	2.9%	-0.4%	i	63.1
COC(=O)C1=C(c2ccc(F)cc2OCc2ccccc2)C[C@@H]2CC[C@H]1N2C(=O)NCCNC(C)=O	0.1%	-1.1%	i	12.2
COC(=O)C1=C(c2ccc(-c3ccccc3)c(F)c2)C[C@@H]2CC[C@H]1N2C(=O)N1CCCCC1	0.0%	0.1%	i	29.1
C=C1C2C[C@@]3([C@@H]1O)[C@@H](C[C@@H]2O)[C@@]12C4[C@@H]3C[C@@H]1[C@@](C)(CC[C@@H]2O)CN4CC	0.4%	0.7%	i	51.6
COC(=O)C1=C(c2ccc(OC(F)(F)F)cc2)C[C@@H]2CC[C@H]1N2C(=O)N1CCC(O)CC1	1.2%	0.8%	i	20.9
Cn1c(O)c(C=NC2CCN(Cc3ccccc3)CC2)c(=O)n(C)c1=O	-0.4%[50 µM]	4.5%	i	34.5
COC(=O)C1=C(c2cccc(OCc3ccccc3)c2)C[C@@H]2CC[C@H]1N2C(=O)NCCN1CCOCC1	-0.8%	-0.9%	i	26.7
COC(=O)C1=C(c2ccc3ccccc3c2)C[C@@H]2CC[C@H]1N2C(=O)NCc1ccco1	0.0%	1.1%	i	31.2
O=C(c1ccc2nc3ccc(Cl)cc3c(=O)n2c1)N1CCC2(CC1)OCCO2	7.1%	1.1%	i	59.0

Other entries follow.
SMILES	K1F lysis inhibition	RSV CPE inhibition	T cell HTS	T cell HTS vesicle-bound %
CC(C)(C)c1ccccc1O	-0.3%	2.2%	i	35.2
CCc1ccc(OCC(=O)N2CCN(CC(=O)Nc3ccccc3Cl)CC2)cc1	0.2%[50 µM]	2.1%	i	25.1
COC(=O)C1=C(c2ccc(-c3ccccc3)c(F)c2)C[C@@H]2CC[C@H]1N2C(=O)NCc1cc(C)oc1C(F)(F)F	2.1%	0.6%	i	29.1
CCCCCCCCC(=O)NCc1ccc(O)c(OC)c1	8.0%	0.1%	i	18.5
Cc1ccc(-c2cc(-c3ccccc3)cc(-c3ccccc3)[n+]2-c2ccccc2)cc1	-0.3%	-3.8%	i	54.5
C/C(O)=C(\C#N)C(=O)Nc1cc(Br)ccc1Br	2.1%	-1.1%	i	21.9
COC(=O)C1=C(c2ccc(-c3ccccc3)c(F)c2)C[C@@H]2CC[C@H]1N2C(=O)NCCc1ccccc1	-0.3%	0.1%	i	35.4
COC(=O)C1=C(c2ccc(F)cc2OCc2ccccc2)C[C@@H]2CC[C@H]1N2C(=O)NCc1cccc(C(F)(F)F)c1	-0.8%	0.9%	i	17.9
C[Se]C[C@@H](N)C(=O)O	1.9%	6.8%	i	35.4
COC(=O)C1=C(c2ccccc2OCc2ccccc2)C[C@@H]2CC[C@H]1N2C(=O)NCc1cccc(C(F)(F)F)c1	2.4%	3.7%	i	22.6
Cc1c(N)c(=O)n(-c2ccccc2)n1C	3.6%	2.6%	i	35.0
COC(=O)C1=C(c2ccc(Cl)c(C(F)(F)F)c2)C[C@@H]2CC[C@H]1N2C(=O)NCCOc1ccccc1	0.4%	1.2%	i	49.4
C1CC2OC2CC1C1CO1 (stereo not given)	0.0%	0.1%	i	25.9
COC(=O)C1=C(c2cccc(C#N)c2)C[C@@H]2CC[C@H]1N2C(=O)N1CCCCC1	2.5%	0.7%	i	19.0
COc1cc2c(cc1O)[C@@H]1Cc3ccc(OC)c(O)c3CN1CC2	0.3%	-1.9%	i	15.5
CCC1(C2=NCCN2)Cc2ccccc2O1 (stereo not given)	6.7%	0.5%	i	24.8
CCCN1CC[C@@H]2c3cc(O)ccc3CC[C@@H]21	1.6%	-1.0%	i	24.5
CCOP(=O)(Cc1ccccc1)OCC	-0.6%	2.3%	i	55.1
O=C(Cn1c(NCCCl)nc2ccccc21)c1ccc(Br)cc1	-2.4%	3.0%	i	27.1
COC(=O)C1=C(c2cccc3c2S(=O)(=O)c2ccccc2-3)C[C@@H]2CC[C@H]1N2C(=O)N1CCOCC1	2.6%	-0.5%	i	31.0
CN1[C@H]2CC[C@@H]1C(C(=O)N1CCOCC1)=C(O)C2	0.1%	-0.3%	i	44.3
COC(=O)C1=C(c2ccc(Cl)c(C(F)(F)F)c2)C[C@@H]2CC[C@H]1N2C(=O)NC1CCCCC1	-0.2%	1.8%	i	24.1
COC(=O)C1=C(c2ccc(-c3ccccc3)c(F)c2)C[C@@H]2CC[C@H]1N2C(=O)NCCOc1ccccc1	-0.1%	0.2%	i	17.6
CCN(CC)N=O	-1.0%	1.1%	i	31.1
COC(=O)C1=C(c2ccc(F)cc2OCc2ccccc2)C[C@@H]2CC[C@H]1N2C(=O)NCCCc1ccccc1	2.5%	0.9%	i	27.5
COC(=O)C1=C(c2cccc(OCc3ccccc3)c2)C[C@@H]2CC[C@H]1N2C(=O)NCc1ccc(OC)c(OC)c1	-1.5%	0.2%	i	18.9
O=C1CN=C(c2cc([N+](=O)[O-])ccc2Cl)c2cc([N+](=O)[O-])ccc2N1	-0.8%	-3.0%	i	31.9
Cc1cc(/C=C\c2ccc3cc(N(C)C)ccc3[n+]2C)c(C)n1-c1ccccc1	-4.3%	-2.9%	i	55.8
COC(=O)C1=C(c2cccc(OCc3ccccc3)c2)C[C@@H]2CC[C@H]1N2C(=O)NNCc1ccccc1	1.2%	2.3%	i	55.4
COC(=O)C1=C(c2ccc(C(C)=O)cc2)C[C@@H]2CC[C@H]1N2C(=O)NCc1ccc2c(c1)OCO2	0.2%	-1.1%	i	15.1

Structures from the list above that contain four or more nitrogen atoms, in the order listed:
SMILES	K1F lysis inhibition	RSV CPE inhibition	T cell HTS	T cell HTS vesicle-bound %
Cn1c(O)c(C=NC2CCN(Cc3ccccc3)CC2)c(=O)n(C)c1=O	-0.4%[50 µM]	4.5%	i	34.5
O=C1CN=C(c2cc([N+](=O)[O-])ccc2Cl)c2cc([N+](=O)[O-])ccc2N1	-0.8%	-3.0%	i	31.9

Next part
SMILES	K1F lysis inhibition	RSV CPE inhibition	T cell HTS	T cell HTS vesicle-bound %
COC(=O)C1=C(c2cccc(OCc3ccccc3)c2)C[C@@H]2CC[C@H]1N2C(=O)NCc1ccc(C(C)(C)C)cc1	0.2%	-0.6%	i	15.1
CNCC[C@@H](Oc1ccc(C(F)(F)F)cc1)c1ccccc1	1.6%	-1.8%	i	35.7
COC(=O)C1=C(c2ccc(-c3ccccc3)c(F)c2)C[C@@H]2CC[C@H]1N2C(=O)NCCCOC(C)C	-1.2%	-0.2%	i	17.6
C[C@@H]1C[C@@H]([C@H](O)CC2CC(=O)NC(=O)C2)C(=O)[C@@H](C)C1	-2.0%	5.7%	i	21.8
O=c1[nH]c(Cl)ccc1CN1CCOCC1	2.3%	-0.3%	i	48.8
